# Source: PubChem BioAssay
# CXXC DNA block – qHTS Fluorescence Polarization Assay for Inhibitors of MLL CXXC domain - DNA interaction | AID 2662, 2010 | 0.037% of 290,000 active | MLL-CXXC / FITC-HOXA9 DNA fluorescence polarization | Potency, µM (doses to about 115 µM), inactives show top-dose activity change, negative = inhibition, most hits filed as inhibitors | Histone-lysine N-methyltransferase 2A (Homo sapiens), Q03164; active = well fitted inhibition curve with a large enough effect in the polarisation, with a control signal flat, not every such curve was filed as active; inconclusive = small, poorly fitted or top-dose-only effect, or effect the other way, or a change in a side signal; inactive = no such curve, though single readings can be large or run the other way; the % refers to the polarisation; also: potency is read from the fitted curve at half-maximal effect
#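 Steps: dispense CXXC domain solution (7 uM) → pin compounds or unlabeled HOX-A9 DNA control → 5 min ambient → add FLSN-HOX-A9 solution (50 nM) → spin → 30 min ambient → fluorescence polarization. Tris pH 7.5/NaCl/DTT/BSA buffer.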
# S-ASM inh – Inhibitors of Secretory Acid Sphingomyelinase (S-ASM): qHTS; 0.006% of 340,000 active; placental ASM, HMU-PC fluorogenic substrate, 60 min; AID 504937, 2011; Potency, µM (doses to about 57.5 µM), for the others: at the highest dose activity change, negative = inhibition, most hits filed as inhibitors; also: potency is read from the fitted curve at half-maximal effect
#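 Human placenta-derived ASM enzyme was preincubated with compound for 10 minutes at room temperature, then given fluorogenic substrate HMU-PC0 (9 uM final) for 60 minutes at 37 °C; a pH 10 stop preceded fluorescence reading at Ex 386/Em 447 nm.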
# KCNH2 WT inh – qHTS for Inhibitors of KCHN2 3.1: Wildtype qHTS. U2OS, BacMam KCNH2, thallium flux FluxOr; stronger effect = lower value. 0.37% of 340,000 active. activity change, % at 1.84 µM. Voltage-gated inwardly rectifying potassium channel KCNH2 (Homo sapiens), Q12809;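 active = maximum activity change below -70%; inconclusive = maximum activity change between -70% and -50%; inactive = maximum activity change above -50%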; also: % is scaled to controls: 0 for no effect and ±100 for the full control effect
#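 U2OS cells transduced with wild-type KCNH2 virus are loaded with FluxOr dye for 45 min, and thallium flux is measured in kinetic reads before and after stimulation buffer. Rate constants are normalized to DMSO controls.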
# TRPV1 ag – HTS Assay for Compounds that Act as Agonists of the Vanilloid Receptor 1; Transient receptor potential cation channel subfamily V member 1 (Homo sapiens), Q8NER1; TRPV1-expressing cells, Fluo-8 calcium influx, agonist mode; activation, % at 8.33 µM; 0.19% of 320,000 active; AID 540275, 2011; in the data active = activation above about 80%; inconclusive = between about 30% and that limit; also: 0% is about no effect
#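 Cells expressing TRPV1 were dye-loaded with Fluo-8 and read kinetically: 10 s baseline, 3 min after compound (agonist portion), then 2 min after EC20 capsaicin (allosteric enhancer portion). Calcium-bound dye fluorescence at 480/520 nm.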
# a7 integrin act – qHTS for Activators of Integrin-Mediated Alleviation for Muscular Dystrophy; alpha7betagal myoblasts, beta-gal FDG fluorescence, 48 h; Potency, µM (titrated, usually from 38.3 µM), for the others: top-dose activation, hits mostly activators; 0.064% of 350,000 active; AID 624291, 2012;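 also: potency is read from the fitted curve at half-maximal effect; 100% = response of the positive control SU9516; nearly all actives have a fitted effect of over 60% in size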
#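 alpha7betagal+/- myoblasts (passage 13, 250/well) treated 48 h at 37C with compounds at 1:260 dilution of DMSO stock. Lysed, then beta-galactosidase activity read as FDG fluorescence (ex 480/em 540) after 30 min, with pre-read for autofluorescence.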
# MBNL1-CUG inh – qHTS Assay for Inhibitors of MBNL1-poly(CUG) RNA binding; Potency, µM (titrated, usually from 57.5 µM), without a hit: top-dose activity change, negative = inhibition, hits mostly inhibitors; 0.036% of 280,000 active; TR-FRET MBNL1-His/biotin-(CUG)12 binding, 665/545 ratio; Muscleblind-like protein 1 (Homo sapiens), Q9NR56; active = well fitted inhibition curve with a large enough effect in the signal ratio, with a control signal flat, not every such curve was filed as active; inconclusive = small, poorly fitted or top-dose-only effect, or effect the other way, or a change in a side signal; inactive = no such curve, though single readings can be large or run the other way; the % refers to the signal ratio; also: potency is read from the fitted curve at half-maximal effect; % is scaled to controls: 0 for no effect and ±100 for the full control effect
# Target sequence (Q9NR56 whole entry, looked up): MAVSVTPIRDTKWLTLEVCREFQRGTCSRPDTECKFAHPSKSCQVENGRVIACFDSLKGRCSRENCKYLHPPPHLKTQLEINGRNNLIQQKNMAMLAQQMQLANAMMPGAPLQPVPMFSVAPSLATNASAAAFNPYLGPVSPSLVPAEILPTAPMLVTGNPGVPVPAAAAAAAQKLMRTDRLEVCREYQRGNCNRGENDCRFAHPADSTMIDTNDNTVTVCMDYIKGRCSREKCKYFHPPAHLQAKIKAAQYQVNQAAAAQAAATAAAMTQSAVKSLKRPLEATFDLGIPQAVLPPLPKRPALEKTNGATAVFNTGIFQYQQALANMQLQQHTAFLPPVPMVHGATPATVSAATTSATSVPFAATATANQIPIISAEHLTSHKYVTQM
#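 Inhibition of protein-RNA binding appears as loss of TR-FRET between terbium anti-His antibody on MBNL1-His and streptavidin-XL665 on biotin-(CUG)12. Activity is normalized to buffer-only and uninhibited-complex controls.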
# KCNH2 3.1 block – qHTS for Inhibitors of KCHN2 3.1: Mutant qHTS; Potassium voltage-gated channel subfamily H member 2, brain isoform KCNH2 3.1 (human); U2OS KCNH2 3.1, thallium flux FluxOr; stronger effect = lower value; activity change, % (tested at about 1.8 µM); 0.95% of 340,000 active;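 active = maximum activity change below -70%; inconclusive = maximum activity change from -70% to -50%; inactive = maximum activity change above -50%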;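 also: thallium influx rate constant from kinetic fluorescence after stimulation buffer; % is scaled to controls: 0 for no effect and ±100 for the full control effect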
#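 We transduce U2OS cells with the mutant 3.1 virus, culture them overnight, load FluxOr with Red40 quencher for 45 min, then add stimulation buffer and read kinetically for 2 min to derive a normalized rate constant.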
# A-T KAP1 phos – qHTS Assay for Identifying a Potential Treatment of Ataxia-Telangiectasia; […] A-T fibroblasts, KAP-1 phosphorylation AlphaLISA; neocarzinostatin DNA damage 30 min before lysis; 0.19% of 320,000 active; Potency, µM (doses to about 57.5 µM), without a hit: at the top dose activation, actives largely listed as activators; also: potency is read from the fitted curve at half-maximal effect; % of control where 0% means no effect; nearly all actives have a fitted effect of over 45% in size
#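 hTERT-immortalized A-T patient fibroblasts ([…]), 500 cells/well in OPTI-MEM, 1% FBS, got compounds for 60 min, then NCS for 30 min at 37C. Lysates were then assayed for phospho-KAP-1 by AlphaLISA (anti-pKAP1 donor, anti-KAP1 acceptor beads), 6 hr at 25C.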
# GALK inhibitor – qHTS Assay for Inhibitors of Human Galactokinase (GALK); AID 1868, 2009; 0.007% of 270,000 active; Potency, µM (top dose mostly 57.5 µM), inactives show top-dose activity change, negative = inhibition, most hits filed as inhibitors; P51570; Purified GALK, Kinase-Glo residual ATP luminescence; also: potency is read from the fitted curve at half-maximal effect; % is scaled to controls: 0 for no effect and ±100 for the full control effect
# Target sequence (P51570 whole entry, looked up): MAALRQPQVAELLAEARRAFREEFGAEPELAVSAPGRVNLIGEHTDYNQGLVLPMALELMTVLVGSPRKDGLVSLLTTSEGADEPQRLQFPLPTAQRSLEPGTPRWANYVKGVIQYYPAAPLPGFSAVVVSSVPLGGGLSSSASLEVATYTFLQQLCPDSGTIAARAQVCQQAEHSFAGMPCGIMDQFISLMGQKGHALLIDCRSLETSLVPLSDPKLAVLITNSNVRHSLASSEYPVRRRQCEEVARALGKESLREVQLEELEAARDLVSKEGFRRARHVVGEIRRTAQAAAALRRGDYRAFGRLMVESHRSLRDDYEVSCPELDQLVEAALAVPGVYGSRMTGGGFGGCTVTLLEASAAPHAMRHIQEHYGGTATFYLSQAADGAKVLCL
#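 Kinase-Glo Plus luminescence measured ATP left after a 1 h room-temperature reaction. The reaction used 5 nM GALK, 100 uM galactose and 35 uM ATP at pH 8.0 (20 mM HEPES, 5 mM MgCl2, 60 mM NaCl, 1 mM DTT, 0.01% BSA).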
# Coupling enz – qHTS Assay for Inhibitors of Fructose-1,6-bisphosphate Aldolase from Giardia Lamblia: Coupling assay counterscreen | activity change, negative = inhibition, % at 58.2 µM, hits read low | AID 2472, 2010 | coupling enzyme system counterscreen, AmpLite Red fluorescence | 0.67% of 290,000 active; in the data active = activity change below about -30%; also: % is scaled to controls: 0 for no effect and ±100 for the full control effect
#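 Coupling enzymes only (glyceraldehyde-3-phosphate) + compound, at 57.5 uM final, 10 min RT; add substrate/coupling/AmpLite Red mix, 20 min RT; fluorescence ex 525/em 598 nm. Actives flag coupling-system interference.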
# Active calls of the source: *; ? = inconclusive; nt = not tested or not shown; [ ] = remark or other dose. Unless noted, calls follow the shape of the dose curve; as a rule, active = well fitted curve in the direction sought with a large enough effect; inconclusive = small, poorly fitted or top-dose-only effect, or another doubt; inactive = no such curve, though single readings can be large; an effect the other way counts as inactive or inconclusive.
SMILES,CXXC DNA block,S-ASM inh,KCNH2 WT inh,TRPV1 ag,a7 integrin act,MBNL1-CUG inh,KCNH2 3.1 block,A-T KAP1 phos,GALK inhibitor,Coupling enz
NS(=O)(=O)c1ccc(NC(=O)COC(=O)c2cnc(Cl)c(Cl)c2)cc1,-12%,-3%,8,-1,11%,nt,2,-13%,1%,3
O=C(COC(=O)Cc1c(Cl)cccc1Cl)Nc1ccc(OC(F)(F)F)cc1,9%,-6%,-7,-2,-2%,nt,2,4%,0%,-1
Cc1ccc(S(=O)(=O)N2CC(C)N(C(=O)N3CCOCC3)C2C)cc1 (configuration not stated),0%,2%,-3,-1,6%,1%,-15,0%,-3%,1
N/C(=N\OC(=O)c1ccc(Cl)cc1[N+](=O)[O-])c1cccnc1,3%,0%,2,13,10%,?,15,0%,nt,-2
FC(F)(F)c1ccccc1NC(=S)NN1CCOCC1,-5%,2%,-9,4,-5%,12%,-10,nt,0%,-2
CCCCN1C2CCCC1CC(NC(=O)C1CCCCC1)C2 (configuration not stated),17%,2%,-2,-2,-11%,-15%,-2,nt,-4%,3
CC1CCCC(NC(=O)NC(=O)COC(=O)C2=NN(c3ccccc3)C(=O)CC2)C1C (configuration not stated),nt,-1%,-12,-3,-8%,nt,-9,10%,nt,nt
Cc1cc(C)cc(C(=O)NCC(=O)OCN2C(=O)c3ccccc3C2=O)c1,nt,-1%,13,-3,1%,nt,-10,-2%,nt,nt
Cc1ccc(N/N=C(\C#N)C(=N)N2CCCCC2)cc1,-17%,-14%,18,?,26%,?,9,-11%,0%,-8
CC(C)(C)c1ccc(C(=O)N2CCCC2)s1,1%,0%,-6,?,-33%,0%,21,-2%,-2%,4
O=c1[nH]nc(-c2n[nH]c(=O)o2)o1,nt,-1%,-1,nt,2%,nt,-7,nt,nt,nt
CSCCC(NS(=O)(=O)c1ccc2c(c1)oc(=O)n2C)C(=O)NCc1ccc(C)cc1 (configuration not stated),2%,2%,4,0,2%,-5%,1,-13%,4%,1
CN(Cc1ccccc1)C(=O)c1ccc(NC(=O)Cc2ccc(NC(=O)C3CCN(C(=O)C4CCCCC4)CC3)cc2)cc1,nt,-4%,8,nt,-14%,nt,0,nt,nt,nt
O=C(Nc1ccc(-c2nc3ccccc3o2)cc1)c1cc(-n2cnnc2)ccc1Cl,41%[activator],-29%,18,-1,-58%[inhibitor],3%,6,1%,1%,2
Cc1ccc(C(c2nnnn2CS(=O)(=O)c2ccc(C)cc2)N2CCC(C)CC2)cc1 (configuration not stated),-1%,-4%,0,6,16%,1%,-73*,-5%,0%,0
CC(=O)NC1CC2CCCC(C1)N2S(=O)(=O)c1cccc(F)c1 (configuration not stated),10%,3%,-8,2,10%,-1%,7,27%,1%,3
CN(C)CC(O)CN(c1ccccc1)c1ccccc1 (configuration not stated),1%,4%,25,3,0%,3%,2,4%,0%,-3
CC(=O)N1CCC(=O)Nc2ccc([N+](=O)[O-])cc21,2%,3%,0,-2,-8%,?,0,2%,0%,-1
O=[N+]([O-])c1cccc(/C=N/NS(=O)(=O)c2ccccc2)c1,-13%,-1%,-24,2,-10%,?,-2,1%,2%,8
CCOC(=O)C(=O)Nc1ncc(Cl)s1,13%,-1%,-21,-2,23%,-6%,-1,19%,-1%,0
O=C(CCn1c(SCC(=O)c2ccccc2)nc2ccccc2c1=O)NCc1ccc(F)cc1,-4%,3%,0,18,2%,2%,-11,-1%,-1%,3
CCC(NC(=O)c1ccccc1NC(=O)C(C)(C)C)C(=O)N1CCCC1 (configuration not stated),7%,-3%,-1,-5,0%,-7%,5,13%,-1%,2
Cn1cc(NC(=O)OCc2ccc(Cl)cc2)c(C(F)(F)F)n1,9%,3%,0,?,1%,-1%,-2,5%,-2%,0
CC(=O)c1cc2c(cc1NC(=O)c1ccc(-n3nc(C)cc3C)cc1)OCO2,nt,355%[activator],15,nt,-5%,nt,2,nt,nt,nt
O=C(CNC(=O)c1cccs1)NCC(=O)OCc1c(F)cccc1Cl,11%,-1%,1,-2,-26%,2%,13,9%,0%,0
OCC[C@H]1C[C@H](O)[C@@H](O)[C@@]2(CCCO2)O1,nt,9%,-18,nt,25%,nt,7,nt,nt,nt
Cc1nc2ccc(NC(=O)c3nn(CC(C)C)c(=O)c4ccccc34)cc2s1,1%,-19%,-13,0,-40%,-7%,-5,13%,0%,3
CSc1nnc(-c2ccccc2)n1N,-6%,2%,2,7,5%,-3%,10,5%,2%,0
CC(C)CCn1c(=O)c2ccccc2n2c(CN(C)Cc3ccccc3)nnc12,-6%,-3%,-12,23,4%,-7%,29,0%,2%,1
CC(=O)c1ccc(NC(=O)Nc2ccc(Cl)cc2)cc1,4%,-16%,22,?,3%,-2%,-5,-1%,0%,-1
COc1ccc(-c2cc(-c3ccc(OC)cc3)c(C#N)c(SC)n2)cc1,0%,82%[activator],-7,10,0%,2%,-24,3%,-6%,1
CCOc1ccc(OCC)c(NC(=O)Cn2c(C)nc3ccccc3c2=O)c1,4%,0%,-8,-4,-5%,-3%,1,-2%,0%,-1
CNC(=O)CSc1nc(SC)ns1,4%,4%,17,4,-3%,nt,5,0%,3%,-1
CCOc1ccc2nc(NC(=O)CSc3nc(-c4ccccc4)c(C#N)c(=O)[nH]3)sc2c1,-10%,0%,0,1,1%,9%,3,3%,-25%,15
COc1ccc(CC(=O)OCC(=O)Nc2ncc(Cl)cc2Cl)cc1OC,17%,0%,-42,?,12%[7.66 µM],-10%,-12,-4%,1%,6
Cc1occc1-c1nc(-c2ccncc2)no1,-5%,5%,17,4,-3%,-6%,7,0%,0%,0
Cc1ccc(-c2csc(N(Cc3ccco3)C(=O)c3cccs3)n2)cc1,3%,-11%,-3,4,-41%[inhibitor],3%,-11,11%,-2%,-7
O=C(c1ccc2c(c1)OCO2)N(c1ccc(F)cc1)C1C=CS(=O)(=O)C1 (configuration not stated),1%,-1%,-7,-1,-1%,4%,-9,0%,-1%,9
O=C(NC1CCCCC1)C(c1ccccn1)N(C(=O)c1csnn1)c1ccccc1 (configuration not stated),2%,-2%,-2,0,0%,-1%,-2,-8%,3%,1
COc1cc(OC)cc(C(=O)Nc2cccc(N3CCCC3)c2)c1,3%,-2%,-2,-5,14%,2%,-10,4%,0%,-4
CCOc1ccc(/C(O)=C2/C(=O)C(=O)N(c3ccccn3)C2c2ccc(F)cc2)c(C)c1 (configuration not stated),5%,13%,-2,-2,0%,160%[activator],12,4%,-2%,2
O=C1C2CCCN2C(=O)N1CCCN1CCN(c2ccc([N+](=O)[O-])cc2)CC1 (configuration not stated),7%,-2%,13,-1,-25%,?,2,-33%,-4%,-1
C/C(=N\NC(=O)c1cccc(S(=O)(=O)N2CCOCC2)c1)c1ccc(OC(F)F)cc1,nt,-1%,17,?,-5%,nt,-3,1%,nt,nt
COc1ccccc1Cn1nnc2c(=O)[nH]c(C3CCN(C(=O)c4ccc(C)cc4)CC3)nc21,-13%,-5%,-4,10,24%,7%,1,5%,1%,1
CC1CCCCN1S(=O)(=O)c1cccc2cccnc12 (configuration not stated),5%,-2%,17,nt,-13%,13%,-14,26%,3%,0
CCCCOC(=O)Nc1nc2ccc(OC)cc2s1,20%,1%,-12,nt,30%,-3%,1,24%,2%,1
CCOC(=O)C1(CC2CCCCO2)CCN(S(=O)(=O)c2cccc(F)c2)CC1 (configuration not stated),1%,-2%,8,21,-10%,-18%,-20,-4%,-1%,-3
COc1cccc(-c2[nH]nc3c2C(c2ccc(C)o2)C(C#N)=C(N)O3)c1 (configuration not stated),-1%,-11%,-6,1,-24%,?,-4,-8%,nt,-9
CC(OC(=O)c1cc(=O)[nH]c2ccccc12)C(=O)Nc1ccccc1F (configuration not stated),nt,12%,-3,0,3%,nt,-7,0%,nt,nt
CC1CCN(c2ccc(-c3ccc(NC(=O)c4ccco4)cc3)nn2)CC1,nt,nt,14,0,9%,nt,3,14%,nt,nt
